# Bioassay records deposited in PubChem BioAssay by Broad Institute.
# ERAP1 inh = human ERAP1 aminopeptidase inhibitors, primary screen, biochemical, single point, plate reader; Endoplasmic reticulum aminopeptidase 1 (Homo sapiens), Q9NZ08; recombinant ERAP1, Leu-AMC fluorescence, 60 min; inhibition, % at 10.7 µM; 340,000 tested, 0.15% active; AID 652197, 2013;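 active = mean replicate inhibition of at least 30%, or all replicates individually reaching that 30% level; inactive = mean below 30% and not every replicate reaching it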;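 note: 0% = neutral control wells and 100% = L-leucinethiol positive control wells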
# Target sequence (Q9NZ08 whole entry, looked up): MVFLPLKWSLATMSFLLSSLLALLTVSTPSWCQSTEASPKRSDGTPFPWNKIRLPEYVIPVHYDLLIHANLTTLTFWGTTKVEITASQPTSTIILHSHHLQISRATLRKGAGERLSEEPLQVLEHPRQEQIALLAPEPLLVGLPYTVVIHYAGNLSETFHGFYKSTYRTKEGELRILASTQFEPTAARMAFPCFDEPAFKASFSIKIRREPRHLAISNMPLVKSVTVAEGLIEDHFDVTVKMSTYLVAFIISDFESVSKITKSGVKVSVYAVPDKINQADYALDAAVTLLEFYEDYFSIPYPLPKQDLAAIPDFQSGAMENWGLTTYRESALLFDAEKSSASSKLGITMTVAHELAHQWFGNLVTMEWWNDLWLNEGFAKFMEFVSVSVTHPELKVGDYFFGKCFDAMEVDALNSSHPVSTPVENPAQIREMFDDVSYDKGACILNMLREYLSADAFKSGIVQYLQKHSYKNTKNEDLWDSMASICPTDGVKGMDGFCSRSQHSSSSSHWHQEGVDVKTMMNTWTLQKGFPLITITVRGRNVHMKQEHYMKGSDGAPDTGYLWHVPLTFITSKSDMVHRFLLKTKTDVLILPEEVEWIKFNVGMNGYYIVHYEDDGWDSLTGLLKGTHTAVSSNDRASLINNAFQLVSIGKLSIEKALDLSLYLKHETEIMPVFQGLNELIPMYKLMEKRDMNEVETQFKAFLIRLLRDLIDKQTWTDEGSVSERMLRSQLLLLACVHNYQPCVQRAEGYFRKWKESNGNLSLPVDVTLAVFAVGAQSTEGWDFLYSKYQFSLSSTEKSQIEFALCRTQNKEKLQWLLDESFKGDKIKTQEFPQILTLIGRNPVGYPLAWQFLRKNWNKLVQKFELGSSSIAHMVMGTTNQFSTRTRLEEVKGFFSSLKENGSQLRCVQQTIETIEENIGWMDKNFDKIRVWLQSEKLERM
# XiGFP reactiv = activators of inactive X chromosome reactivation, primary screen, imaging, XiGFP fibroblasts, GFP high-content imaging, set 2. 360,000 tested, 0.055% active. XiGFP mouse fibroblasts, % GFP-positive cells imaging, 3 d; cells co-treated with 5-aza-dC sensitizer; scaled so ellipticine positive control = 100%. activation, % at 7.58 µM. AID 743238, 2013;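 active = mean normalized replicate activation at least 10% and every replicate at or above 10%; inconclusive = only one of the two criteria met; inactive = mean below 10% and not all replicates reach 10%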;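 note: 0% = median of on-plate neutral control wells and 100% = ellipticine 6 µM median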
#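 material = 68-5-11 XiGFP fibroblast line | medium = DMEM plus 5-aza-dC sensitizer | schedule = 3 days compound exposure | benchmarks = positive control ellipticine, 6 µM final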
# Cneo AK release = Cryptococcus neoformans cell lysis inducers, primary screen, AK release luminescence, single concentration; C. neoformans lysis, adenylate kinase release luminescence, 4 h; normalised: neutral wells 0, clomiphene wells 100; lysis activity, % at 15 µM; 360,000 tested, 0.2% active; AID 651654, 2012;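 active = mean lysis activity across replicates of at least 80%, whatever share of replicates individually reach that level; inactive = mean lysis activity below 80%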
#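 Assay system: Cryptococcus neoformans yeast cells / Dosing: single-point compound dose / Timing: 4 h at 37 °C static, read 1 h later / Measured by: luminescence of released adenylate kinase using an AK detection reagent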
# SIRT5 inh = SIRT5 desuccinylase inhibitors, primary screen, biochemical, fluorescence imaging, single point, set 5; 330,000 tested, 1.1% active; inhibition, % at 15 µM; Purified SirT5, succinyl-peptide AMC, trypsin-coupled fluorescence; AID 652115, 2013; in the data active = inhibition above about 15%; inconclusive = no clear call, values can overlap the other calls
# C2C12 statin = suppressors of statin myotoxicity in C2C12 myotubes, primary screen, cell-based, single point, plate reader. C2C12 myotubes + simvastatin, ATP luminescence, 48 h; scaled: DMSO 0, geranylgeraniol control 100. 330,000 tested, 0.78% active. rescue of ATP level, % at 7.49 µM;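 active = mean ATP rescue above about 67%, or every replicate alone reaching that limit, limit read from the data, passing the limit was not always enough; inconclusive = no clear call, values can overlap the other calls; inactive = mean under the limit and some replicate under it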;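 note: myotubes were challenged with 10 µM simvastatin during compound exposure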
# LGR2 antag = inhibitors of bursicon-induced LGR2 CRE-luciferase signal, primary screen, cell-based, HEK293, CRE-luciferase reporter, bursicon stimulation; bursicon-stimulated, 4 h; inhibition, % at 9.99 µM; 380,000 tested, 0.35% active; AID 720647, 2013;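 active = drop in luminescence signal, shown as inhibition above about 50% in the replicate tests, limit read from the data, passing the limit was not always enough; inconclusive = probably only some replicates passing the limit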;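 note: agonist challenge used bursicon conditioned medium at about half maximal strength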
# S100A4 inh HTS = inhibitors of S100A4-myosin IIA peptide binding, primary screen, biochemical, fluorescence polarization, TAMRA-MyoIIA peptide; Protein S100-A4 (Homo sapiens), P26447; inhibition, % at 10.7 µM; 360,000 tested, 0.14% active;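 active = mean inhibition of at least 70% across replicates, with every replicate also reaching that level; inconclusive = mean inhibition reaches 70% but some replicates fall short; inactive = mean inhibition below 70%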
# Target sequence (P26447 whole entry, looked up): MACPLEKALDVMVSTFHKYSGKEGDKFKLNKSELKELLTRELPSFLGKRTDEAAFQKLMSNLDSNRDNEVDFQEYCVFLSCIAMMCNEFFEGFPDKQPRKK
#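 Material: S100A4 monomer protein / Buffer or medium: 50 mM HEPES pH 7.2, 10 mM CaCl2, 100 mM KCl / Times: 5 min incubation before reading / Benchmarks: neutral control DMSO, positive control TFP / Reagent: labelled myosin peptide probe, 5 nM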
# PGC1a acetyl inh = inhibitors of PGC1a acetylation signal, primary screen, cell-based, U2OS, AlphaScreen, inhibitor mode; AlphaScreen anti-acetyl-lysine; with virally co-expressed GCN5 acetyltransferase; inhibition, % at 15.6 µM; 350,000 tested, 0.17% active; AID 651687, 2012;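 active = every replicate shows inhibition of at least 40%; inconclusive = mean inhibition at least 40% but some replicate below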;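 note: 0% = neutral control wells and 100% = positive control wells; some results beyond the cut were filed as inactive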
# Active calls of the source: *; ? = inconclusive; / = not tested or not shown. Not all compounds are listed, so the mix of outcomes need not match the whole.
no.	SMILES	ERAP1 inh	XiGFP reactiv	Cneo AK release	SIRT5 inh
1	O=C(Nc1cccc(S(=O)(=O)N2CCCCC2)c1)C1CC(=O)N(Cc2ccccc2)C1 (stereo unspecified)	-7	0.2	0	1
2	COc1ccc(NC(=O)Nc2ccc3c(c2)C(=O)N([C@H](C)CO)C[C@H](C)[C@@H](CN(C)Cc2ccc(C(F)(F)F)cc2)O3)cc1	1	-0.7	17	19*
3	Nc1nc(N)nc(-c2ccccc2)n1	-1	0.0	-1	/
4	C[C@@H]1COC(=O)[C@@H](NC(=O)OCC2c3ccccc3-c3ccccc32)C/C=C\C[C@@H](CC(=O)N(CCO)Cc2ccccc2)C(=O)N1	1	0.0	9	/
5	O=C(Nc1ccc(N2CCOCC2)nc1)c1ccc(C(F)(F)F)cc1	-1	0.3	/	/
6	CCOc1cc(/C=C2\CN(C)C/C(=C\c3ccc(O)c(OCC)c3)C2=O)ccc1O	10	0.6	-1	0
7	Cc1ccc(C)c(NC(=O)c2cc3ccccc3o2)c1	0	-0.2	5	13
8	C[C@@H]1CN([C@@H](C)CO)C(=O)Cc2cc(NC(=O)C3CCCCC3)ccc2O[C@@H]1CN(C)S(=O)(=O)c1ccccc1	0	0.0	3	1
9	CC[C@@H](C)CN1C(=O)N[C@@H](CCc2ccccc2)C(C(C)=O)=C1C	5	0.1	0	1
10	O=C(COC(=O)C1CC(=O)N(Cc2ccccc2)C1)Nc1ccc(Cl)cc1F (stereo unspecified)	-1	0.3	/	/
11	O=[N+]([O-])c1cc(Cl)ccc1Sc1ccccn1	/	0.0	2	-6
12	COc1ccc(S(=O)(=O)N2CCC3CC2c2c(-c4ccc(C(F)(F)F)cc4)cccc23)cc1 (stereo unspecified)	-4	0.5	0	0

no.	C2C12 statin	LGR2 antag	S100A4 inh HTS	PGC1a acetyl inh
1	8	-5	-6	-12
2	-15	2	-1	-5
3	-4	-2	-5	0
4	-35	-18	1	13
5	/	7	-8	1
6	16	4	-1	53*
7	8	-51	-6	3
8	17	24	4	2
9	-4	6	3	1
10	/	10	4	/
11	/	/	-5	8
12	-7	-8	9	-14

# Going on with the list.
no.	SMILES	ERAP1 inh	XiGFP reactiv	Cneo AK release	SIRT5 inh
13	CC1(C)CC2CC(C)(CN2S(=O)(=O)c2cccc(C(N)=O)c2)C1 (stereo unspecified)	-6	0.0	-1	3
14	O=C(NCc1ccccc1Cl)C1CCC(CNc2c(N3CCOCC3)c(=O)c2=O)CC1 (stereo unspecified)	-2	0.0	1	-1
15	Nc1ccccc1NC(=O)NC(=O)c1ccccc1	1	0.0	-1	/
16	COc1cc(C2/C(=C(/O)c3ccccc3)C(=O)C(=O)N2c2ccccn2)ccc1O (stereo unspecified)	5	0.0	/	3
17	CCOC(=O)C1CCCN(C(=S)Nc2ccc(OC)cc2)C1 (stereo unspecified)	2	0.0	4	-4
18	CC(Sc1nnc(CNC(=O)c2ccccc2F)n1C)C(=O)Nc1nccs1 (stereo unspecified)	2	0.3	0	-2
19	COc1ccc(CNS(=O)(=O)c2c(C)[nH]c(C)c2C(=O)N2CCCCC2)cc1	2	0.0	0	1
20	COc1ccc(-c2coc3c(C(=O)Nc4cccc(C(C)=O)c4)cccc23)c(C)c1	0	0.3	-10	/
21	O=C(N1CCCC1)N1CCN(S(=O)(=O)c2ccccc2)CC1	-2	0.0	/	4
22	CCC(=O)N1CC2(CN(Cc3ccccc3Cl)C2)c2c([nH]c3cc(OC)ccc23)[C@@H]1CO	-1	-0.1	/	-3
23	COc1ccc(S(=O)(=O)N(C)C[C@H]2Oc3c(NS(=O)(=O)c4ccc(Cl)cc4)cccc3C(=O)N([C@@H](C)CO)C[C@H]2C)cc1	/	-0.1	6	/
24	O=C(CCNC(=O)C1CCN(S(=O)(=O)c2ccccc2)CC1)NCc1ccccn1	-1	-0.1	-2	-5

no.	C2C12 statin	LGR2 antag	S100A4 inh HTS	PGC1a acetyl inh
13	14	-11	-1	-1
14	/	-8	9	13
15	-1	-40	-7	-20
16	/	-8	-7	-13
17	7	-4	-1	9
18	-2	15	1	0
19	6	-5	6	0
20	-5	11	-2	-1
21	-1	2	-7	0
22	/	-8	-2	5
23	-7	5	/	0
24	5	1	-1	-1

# More results.
no.	SMILES	ERAP1 inh	XiGFP reactiv	Cneo AK release	SIRT5 inh
25	O=C(Nc1nnc(Cc2ccc(Cl)cc2)s1)c1ccncc1	2	0.0	0	0
26	CCOC(=O)[C@@H]1[C@H]2COc3cc(OC)ccc3[C@@H]2N2C(=O)N(c3cccc(C)c3)C(=O)[C@@]12C	3	0.1	0	/
27	COC(=O)c1cc2ccc(OC)cc2c2cc(OC)c(OC)cc12	-9	0.0	3	-3
28	Cc1noc(C)c1NC(=O)N(C)C[C@@H]1Oc2ccc(NC(=O)Nc3ccc(C(F)(F)F)cc3)cc2C(=O)N([C@@H](C)CO)C[C@@H]1C	-3	-0.1	2	3
29	Cc1c(S(=O)(=O)N2CCN(c3ccccc3)CC2)c(=O)n(C)c(=O)n1C	3	1.8	3	0
30	COc1ccc(CCNC(=O)CN2CCN(Cc3ccc(F)cc3)C2=O)cc1OC	-1	0.1	-1	-1
31	Nc1nncn1C(=O)c1ccc(Cl)cc1Cl	-3	0.0	/	0
32	O=[N+]([O-])c1cc(-c2ccc(/C=N/n3cnnc3)o2)ccc1Cl	5	0.0	0	-1
33	CC(C)S(=O)(=O)N[C@@H]1c2cc3c(cc2[C@H](c2ccccc2)[C@H]1C)OCO3	2	0.6	/	13
34	O=C(Nc1ccc(C(F)(F)F)cc1)N[C@H]1CC[C@@H](CCNC(=O)c2ccccc2F)O[C@H]1CO	-2	-0.3	10	10
35	C[C@H](CO)N1C[C@H](C)[C@@H](CN(C)C(=O)CC2CC2)Oc2cc(C#CCN(C)C)ccc2S1(=O)=O	4	-0.8	1	2
36	CC1CN(C(=S)Nc2ccc(Br)cc2)CC(C)O1 (stereo unspecified)	-8	0.0	-1	3

no.	C2C12 statin	LGR2 antag	S100A4 inh HTS	PGC1a acetyl inh
25	/	-3	0	5
26	7	1	-3	0
27	4	1	-43	/
28	-10	-8	-13	-5
29	-3	4	33	3
30	-1	-3	4	-5
31	/	13	1	/
32	-2	4	?	/
33	/	-9	1	/
34	6	-3	-1	1
35	-2	14	15	1
36	12	1	0	/

# Additional structures
no.	SMILES	ERAP1 inh	XiGFP reactiv	Cneo AK release	SIRT5 inh
37	COc1cc(OC)c(OC)cc1CN1CCCC(C(=O)c2sccc2C)C1 (stereo unspecified)	-5	0.1	-1	-4
38	O=C(c1ccc2c(c1)C(=O)NC2=O)c1ccc2c(c1)C(=O)NC2=O	1	0.1	/	/
39	O=C(NCC1CCCN1S(=O)(=O)c1cccs1)c1c(F)cccc1F (stereo unspecified)	1	-0.2	-1	-4
40	COc1cccc2sc(N(CCCN(C)C)C(=O)C(c3ccccc3)c3ccccc3)nc12	/	0.0	4	-7
41	CC1=C(C(N)=O)C(c2ccc(Br)cc2)n2ncnc2N1 (stereo unspecified)	-3	0.0	3	0
42	CN(C)C(=O)c1cccc(-c2ccc([C@@H]3[C@@H](CO)N4CCCCN(S(C)(=O)=O)C[C@@H]34)cc2)c1	1	-0.1	4	-1
43	CCOc1ccc(N2C(=O)CSC2=S)cc1	2	0.2	0	-3
44	COc1ccc(C2(O)C(=O)Nc3ccc(C)cc32)cc1OC (stereo unspecified)	-2	0.2	7	1
45	Cc1ccc(C(=O)N[C@H](C(=O)OCc2cc(=O)n3c(n2)sc2ccccc23)C(C)C)cc1	1	0.0	/	-5
46	COc1ccc2[nH]c3c(=O)n(CCCCC(=O)N4CCC(C(N)=O)CC4)c(=S)[nH]c3c2c1	5	/	-1	-1
47	CCCNC(=O)C1(C)CCCN(C(=O)Cc2ccc3ccccc3c2)C1 (stereo unspecified)	6	0.1	0	-2
48	CC(=O)C1=C(O)C(=O)N(CCCn2ccnc2)C1c1ccc(Br)cc1 (stereo unspecified)	1	0.0	-1	3

no.	C2C12 statin	LGR2 antag	S100A4 inh HTS	PGC1a acetyl inh
37	-16	-1	3	2
38	/	-3	-7	/
39	12	-5	-3	7
40	3	22	1	5
41	20	4	-16	12
42	2	-7	-7	8
43	-1	18	-5	-2
44	5	-6	1	15
45	/	/	-4	2
46	-23	14	-5	4
47	9	1	6	/
48	6	5	-2	4

# The list goes on:
no.	SMILES	ERAP1 inh	XiGFP reactiv	Cneo AK release	SIRT5 inh
49	Cc1[nH]n(-c2cccc3ccccc23)c(=O)c1/C=N/c1sc2c(c1C#N)CCC2	/	/	3	/
50	CC(=O)N(C(C)=O)c1cccc(N(Cc2ccccc2)Cc2ccccc2)c1	1	0.0	0	2
51	COC(=O)C[C@@H]1C[C@H]2c3cc(NC(=O)C4CCC4)ccc3O[C@H]2[C@H](CO)O1	-2	0.0	-19	2
52	COc1ccc(-c2nnc(SCc3c(C)noc3C)o2)cc1	6	0.2	/	-1
53	Nc1cc(Cl)ccc1C(=O)OCC(=O)NC(=O)NCc1ccccc1	/	-0.1	-1	/
54	CCCSc1nnc(-c2c[nH]c3ccccc23)n1CC	6	0.0	2	-4
55	O=C(O)c1cccnc1Nc1ccc(Cl)cc1	-1	0.0	/	1
56	CCn1c(=O)n(C)c2c(=O)n(C)c(=O)n(C)c21	-4	-0.1	0	-6

no.	C2C12 statin	LGR2 antag	S100A4 inh HTS	PGC1a acetyl inh
49	20	-4	/	7
50	-8	8	-4	-5
51	-3	-9	-2	1
52	/	/	-6	/
53	/	-5	/	5
54	-26	-10	5	/
55	/	-23	-5	3
56	-5	5	-14	-4

# 5 entries out of the list, ordered by length of the SMILES, falling.
no.	SMILES	ERAP1 inh	XiGFP reactiv	Cneo AK release	SIRT5 inh
42	CN(C)C(=O)c1cccc(-c2ccc([C@@H]3[C@@H](CO)N4CCCCN(S(C)(=O)=O)C[C@@H]34)cc2)c1	1	-0.1	4	-1
34	O=C(Nc1ccc(C(F)(F)F)cc1)N[C@H]1CC[C@@H](CCNC(=O)c2ccccc2F)O[C@H]1CO	-2	-0.3	10	10
19	COc1ccc(CNS(=O)(=O)c2c(C)[nH]c(C)c2C(=O)N2CCCCC2)cc1	2	0.0	0	1
14	O=C(NCc1ccccc1Cl)C1CCC(CNc2c(N3CCOCC3)c(=O)c2=O)CC1 (stereo unspecified)	-2	0.0	1	-1
25	O=C(Nc1nnc(Cc2ccc(Cl)cc2)s1)c1ccncc1	2	0.0	0	0

no.	C2C12 statin	LGR2 antag	S100A4 inh HTS	PGC1a acetyl inh
42	2	-7	-7	8
34	6	-3	-1	1
19	6	-5	6	0
14	/	-8	9	13
25	/	-3	0	5
